Source: PubChem BioAssay
INS-1E GSIS act – primary screen for activators of insulin secretion dependent on glucose, INS-1E cells, GLuc reporter luminescence. AID 743287. 0.61% of 370,000 active. activation, % at 16.6 µM. INS-1E GLuc reporter insulin secretion, 2-3 h;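 active = lowest replicate activation of at least 40%, so every replicate reaches that level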;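 also: 0% = median of neutral control wells and 100% = median of IBMX positive control wells; some compounds called inactive have numbers as strong as hits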
ARNT TACC3 PPI – disrupts binding between human ARNT and TACC3; Q9Y6A5; AlphaScreen His-ARNT PAS-B/GST-TACC3 binding, luminescence; TACC3 fragment carries E629A point mutation; inhibition, % at 9.99 µM; 0.66% of 390,000 active;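 active = mean inhibition of replicates at least 50% and at least half of replicates each reaching 50%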;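 also: 0% = complete ARNT plus TACC3 wells and 100% = ARNT alone without TACC3; many hits fall short of the cut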
Xi reactivation – activators of X-chromosome reactivation in mouse fibroblasts | XiGFP mouse fibroblasts, % GFP-positive cells imaging, 3 d; cells co-treated with 5-aza-dC sensitizer; scaled so ellipticine positive control = 100% | activation, % at 7.58 µM | 0.055% of 360,000 active | AID 743238;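 active = mean normalized replicate activation at least 10% and every replicate at or above 10%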;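 also: 0% = median of on-plate neutral control wells and 100% = ellipticine 6 µM median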
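material = 68-5-11 XiGFP fibroblast line | medium = DMEM plus 5-aza-dC sensitizer | schedule = 3 days compound exposure | benchmarks = positive control ellipticine, 6 µM final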
RAD52 anneal inh – RAD52 (human) annealing inhibition. 0.46% of 360,000 active. inhibition, % at 18.7 µM. AID 651710. P43351. recombinant RAD52 DNA annealing, FRET fluorescence;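 active = every replicate showing at least 50% inhibition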
Target sequence (P43351 whole entry, looked up): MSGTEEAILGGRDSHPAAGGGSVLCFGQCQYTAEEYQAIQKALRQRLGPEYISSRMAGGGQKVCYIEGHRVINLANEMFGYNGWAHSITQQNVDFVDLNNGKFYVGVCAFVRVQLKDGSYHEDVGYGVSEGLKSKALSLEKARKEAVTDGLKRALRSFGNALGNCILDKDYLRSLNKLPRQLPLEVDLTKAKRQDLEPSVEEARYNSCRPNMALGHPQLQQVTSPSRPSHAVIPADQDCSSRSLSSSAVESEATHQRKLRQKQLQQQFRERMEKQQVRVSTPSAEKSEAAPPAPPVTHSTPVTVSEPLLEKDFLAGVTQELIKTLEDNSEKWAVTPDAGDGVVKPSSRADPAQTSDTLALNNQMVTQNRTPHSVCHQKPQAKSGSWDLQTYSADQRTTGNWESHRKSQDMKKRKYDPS
esBAF inh – inhibitors of esBAF chromatin remodeling in mouse ES cells; Bmi1-luciferase knock-in reporter, 24 h; 100% = twice the neutral-well signal; reporter increase, % at 12.5 µM; 2% of 350,000 active; AID 602393; in the data active = activation above about 40%;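 also: 0% = median of the plate's neutral control wells and 100% = double that signal; a rise in the Bmi1 reporter signal indicates esBAF inhibition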
ERAP1 inh – inhibitors of human ERAP1 aminopeptidase. Q9NZ08. recombinant ERAP1, Leu-AMC fluorescence, 60 min. inhibition, % at 10.7 µM. 0.15% of 340,000 active;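 active = mean replicate inhibition of at least 30%, or all replicates individually reaching that 30% level; inactive = mean below 30% and not every replicate reaching it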;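 also: 0% = neutral control wells and 100% = L-leucinethiol positive control wells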
RAD54 branch – blocks human RAD54 Holliday junction branch migration; Q92698; inhibition, % at 10.4 µM; FAM/BHQ fluorescence; 0.14% of 360,000 active;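 active = mean normalized replicate activity at least 40 and at least half of replicates scoring 40 or more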;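 also: 0% = median of neutral control wells and 100% = median of positive control wells; inhibitors cause a drop in the FAM fluorescence signal; in these data hits start at about 50%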
F508del corr – CFTR F508del correction in bronchial cells. 0.36% of 350,000 active. activity (quench increase), % at 7.58 µM. CFBE cells, YFP halide quenching; stimulated with forskolin plus potentiator P3; % fluorescence drop versus neutral controls;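 active = mean added fluorescence quench of at least 8% versus neutral control, with both replicates also reaching 8%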;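 also: cells transiently co-express mutant CFTR-F508del with the halide-sensitive YFP; corrector assay measuring rescue of mutant channel to the surface after 24 h compound exposure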
* = called active by the depositor; · = not tested or not shown. Rows are unselected; overall some 3.3% were active at least once.

The opening 5 records (preview)
SMILES	INS-1E GSIS act	ARNT TACC3 PPI	Xi reactivation	RAD52 anneal inh	esBAF inh	ERAP1 inh	RAD54 branch	F508del corr
C[C@@H]1CN([C@@H](C)CO)S(=O)(=O)c2ccc(C#Cc3ccccc3F)cc2O[C@@H]1CN(C)CC1CCOCC1	-4	2	0.5	-7	-2	·	2	3.0
COc1ccc(-n2nc(C(=O)NCC(=O)NCCCN3CC(C)CC(C)C3)c3ccccc3c2=O)cc1 (stereo not given)	-4	-1	0.0	-8	-9	-1	3	0.6
N/C(Cc1nc(-c2ccc(Br)cc2)cs1)=N\O	1	-9	0.3	-17	·	1	·	-2.1
CS(=O)(=O)N(CC(=O)Nc1ccc(Br)cc1)C1CCCCC1	-19	-5	0.0	-2	-4	-4	2	0.9
C=C1C(=O)OC2CC1C(OC(C)=O)CC(C)=CCCC(C)=CCCC2(C)O (stereo not given)	0	·	·	-10	37	1	-8	-5.7

This part in full, previewed entries included:
SMILES	INS-1E GSIS act	ARNT TACC3 PPI	Xi reactivation	RAD52 anneal inh	esBAF inh	ERAP1 inh	RAD54 branch	F508del corr
C[C@@H]1CN([C@@H](C)CO)S(=O)(=O)c2ccc(C#Cc3ccccc3F)cc2O[C@@H]1CN(C)CC1CCOCC1	-4	2	0.5	-7	-2	·	2	3.0
COc1ccc(-n2nc(C(=O)NCC(=O)NCCCN3CC(C)CC(C)C3)c3ccccc3c2=O)cc1 (stereo not given)	-4	-1	0.0	-8	-9	-1	3	0.6
N/C(Cc1nc(-c2ccc(Br)cc2)cs1)=N\O	1	-9	0.3	-17	·	1	·	-2.1
CS(=O)(=O)N(CC(=O)Nc1ccc(Br)cc1)C1CCCCC1	-19	-5	0.0	-2	-4	-4	2	0.9
C=C1C(=O)OC2CC1C(OC(C)=O)CC(C)=CCCC(C)=CCCC2(C)O (stereo not given)	0	·	·	-10	37	1	-8	-5.7
CCCCCCSc1cc(-c2nc3ccc(Cl)cn3c2NC2CCCCC2)ccc1OC	-46	-3	0.0	-17	4	3	-4	2.8
O=C(Cc1cccnc1)N1CC2(C1)[C@H](c1ccccc1)[C@H](CO)N2C(=O)C1CC1	24	·	0.1	0	·	4	·	1.7
O=C(O)c1ccccc1C(=O)NCCCn1ccnc1	-1	4	0.2	0	-9	-3	-1	0.7
CC1=C(C(=O)OCc2ccccc2)C(c2ccc(C#N)cc2)NC(=O)N1CCCC(=O)O (stereo not given)	24	10	-0.2	-3	3	-3	-7	-0.3
C[C@@H]1CN([C@H](C)CO)C(=O)c2cc(NC(=O)Nc3ccc(F)cc3)ccc2O[C@@H]1CN(C)S(=O)(=O)c1cccs1	-17	-5	-0.1	1	-1	2	6	-2.5
CC=Cc1ccc2n(c1=O)C[C@@H]1[C@@H](CO)[C@H](C(=O)NCC)N(Cc3cocn3)[C@H]21 (mixture of isomers)	-2	-6	0.0	-21	0	0	-4	-0.8
CCOc1ccc(S(=O)(=O)Nc2ccc(S(=O)(=O)Nc3cc(OC)ccc3OC)cc2)cc1	4	29	·	·	1	·	4	·
CC(NC(=O)/C(=C\c1cccc([N+](=O)[O-])c1)NC(=O)c1ccco1)C(=O)O (stereo not given)	8	-1	·	-4	2	-8	-3	-4.8
C=CCOn1c(=O)c(-c2ccc(Cl)cc2)[n+]([O-])c2ccccc21	30	-9	0.0	12	4	2	-7	3.1
COc1cccc(-c2nc(CS(=O)CC(=O)NCCc3ccc(C)cc3)c(C)o2)c1 (stereo not given)	-4	-1	0.0	-14	1	3	-9	2.5
COc1cc(CNn2cn[nH]c2=S)cc(Br)c1OCc1ccccc1F	6	4	0.1	-7	·	3	·	6.4
O=C(C[C@@H]1C[C@@H]2c3cc(NC(=O)C4CCOCC4)ccc3O[C@@H]2[C@@H](CO)O1)NCc1ccccc1	-2	-12	0.3	13	-2	-1	4	-0.2
COc1ccc(/C(C)=N/Nc2nc3ccccc3n3cnnc23)cc1OC	44*	·	0.0	-40	·	·	·	0.6
CS(=O)(=O)c1ccc(C(=O)NCc2ccccc2F)cc1	-5	-2	-0.1	-17	-5	-1	-2	-1.8
COC(=O)CCCN=C1SCCN1Cc1ccccc1	7	4	-0.1	3	-1	-4	2	0.2
Cc1ccc(OCC(=O)O/N=C(\N)Cc2ccc([N+](=O)[O-])cc2)cc1C	-8	-1	0.3	-24	·	-4	-4	0.9
CSC1=C(C#N)C(c2sccc2C)CC(=O)N1 (stereo not given)	0	-3	0.0	-19	·	-2	·	-1.9
Cc1noc(C)c1NC(=O)N(C)C[C@@H]1Oc2ccc(NC(=O)Nc3ccccc3)cc2CC(=O)N([C@H](C)CO)C[C@@H]1C	7	-1	0.1	-3	0	1	0	-2.5
CC(/C=C/C=C/c1ccccc1)=N/NC(=O)CNc1ccccc1C	136*	-4	0.1	·	·	·	2	·
COc1cccc(C(=O)Nc2ccc3c(c2)C(=O)N(C)[C@H]2CC[C@H](CC(=O)NCc4ccccc4F)O[C@H]2CO3)c1	-14	·	0.3	·	-2	·	·	-1.1
C[C@@H]1CN([C@@H](C)CO)C(=O)Cc2cc(NC(=O)NC3CCCCC3)ccc2O[C@H]1CN(C)S(=O)(=O)c1ccc(F)cc1	5	-1	1.0	14	-1	-1	-8	-0.1
O=C(c1cccs1)N1C[C@H](O)[C@@H](n2cc(C3CC3)nn2)C[C@@H]1c1ccccc1	-11	·	0.0	8	-4	-2	3	1.4
CCCc1ccc(-c2cc(NC(=O)Cc3c(C)[nH]c4ccccc34)ccc2Nc2cccnc2)cc1	13	·	0.2	-26	·	-3	·	0.4
O=C(Cc1ccccn1)NCC[C@@H]1CC[C@H](NS(=O)(=O)c2ccc(F)cc2)[C@@H](CO)O1	13	15	0.1	-20	5	-2	-9	-1.4
CCC(=O)N1CC2(CN(C(=O)CN3CCOCC3)C2)c2c([nH]c3cc(OC)ccc23)[C@@H]1CO	-9	·	0.3	0	·	3	·	-0.1
Cc1ccc(S(=O)(=O)N2CCN(C(=O)COC(=O)c3ccc(Cl)c(S(N)(=O)=O)c3)CC2)c(C)c1	-4	·	0.0	-13	4	24	0	-1.1
COc1ccc(NC(=O)CSc2nc3sc(C)cc3c(=O)n2C)cc1	0	5	0.1	-8	-2	-2	·	2.1
C[C@H](CO)N1C[C@H](C)[C@H](CN(C)S(=O)(=O)c2ccccc2)Oc2ncc(C#CC3CCCCC3)cc2C1=O	-16	11	-0.5	0	-3	-1	-3	-0.5
Clc1cccc(Cc2c(C3CCCCC3)nc3c4ccccc4ccn23)c1	2	·	0.0	-206	·	·	·	2.2
CC(=O)N(C)C[C@H]1Oc2ncc(-c3ccc(C)cc3)cc2C(=O)N([C@@H](C)CO)C[C@@H]1C	2	13	-1.0	2	-3	2	6	-0.7
CCCNC(=O)C[C@@H]1CC[C@@H]2[C@H](COc3ccc(NC(=O)c4ccc5c(c4)OCO5)cc3C(=O)N2C)O1	8	-1	0.4	14	3	3	-6	-1.5
O=C1CCc2cc(S(=O)(=O)Nc3ccc(F)cc3)cc3c2N1CC3	-4	2	0.0	-14	-2	12	-11	1.3
O=C(CCCc1nc2ccccc2s1)Nc1ccc(N2CCOCC2)cc1	5	-2	0.0	5	·	0	·	1.4
CNC(=O)C[C@@H]1CC[C@@H]2[C@@H](COc3ccc(NC(=O)Nc4cccc(Cl)c4)cc3C(=O)N2C)O1	-9	15	-0.1	3	4	-3	6	-1.5
O=S(=O)(c1ccc(Cl)cc1)N1CCCC(C(F)(F)F)C1 (stereo not given)	9	-5	0.0	-9	8	-4	-9	4.8
COc1ccc(C(C)(C)C)cc1NC(=O)COC(=O)C(C)C	22	-2	0.0	-22	·	0	·	0.7
C[C@H](CO)N1C[C@H](C)[C@H](CN(C)CC2CCOCC2)Oc2cc(C#Cc3ccccc3F)ccc2S1(=O)=O	-13	27	0.3	-43	-13	·	-6	0.4
CC(=O)N(C)C[C@@H]1Oc2ncc(/C=C/c3ccccc3)cc2C(=O)N([C@@H](C)CO)C[C@@H]1C	10	7	0.3	3	4	-2	-3	1.8
COc1ccccc1CNS(=O)(=O)c1ccc(F)cc1Br	-12	·	-0.1	6	·	0	·	-2.0
CC12CCC(C)(O1)C1C(=O)N(c3nccs3)C(=O)C12 (stereo not given)	·	-32	0.2	-19	-5	-1	1	-1.8
Brc1ccccc1CN1CCN(Cc2c[nH]c3ccccc23)CC1	-8	·	5.3	-3	·	·	·	-3.6
Cc1ccc(C(=O)Nc2ccc(NC(=O)c3ccc(C)o3)cc2)o1	-3	-2	0.1	-10	1	-1	·	3.0
COC(=O)c1cc(NC(=O)Cc2cc(OC)c(OC)c(OC)c2)cc(C(=O)OC)c1	-12	7	0.0	-16	14	3	-6	-2.6
CCN(CC)C(=O)COc1coc(CN2CCN(c3ccccc3)CC2)cc1=O	5	3	0.0	-1	2	2	4	-2.9
COc1ccccc1CN1CC(C(=O)NC2(c3ccccc3)CC2)CCC1=O (stereo not given)	-8	-2	0.0	-9	6	4	-16	1.8
N=c1sccn1CC(=O)NC(c1ccccc1)c1ccccc1	1	·	0.3	2	3	3	-5	3.5
CC(=O)Oc1cc(O)c2c(c1)OC(c1ccc(OC(C)=O)c(OC(C)=O)c1)C(OC(C)=O)C2=O (stereo not given)	-5	-1	0.4	-9	3	-4	2	-0.2
CO[C@@H]1CN(C)C(=O)c2cc(NC(=O)c3nc4ccccc4s3)ccc2OC[C@@H](C)N(Cc2cccnc2)C[C@H]1C	-33	18	0.0	9	51*	0	0	2.8
O=C(COc1ccccc1)N(Cc1cccc(F)c1)C1CCS(=O)(=O)C1 (stereo not given)	51*	-8	0.1	-4	-2	1	0	-2.2
COc1ccc(CNC(=O)CCn2nc(C)c3c(C)n(-c4ccccc4)nc3c2=O)c(OC)c1	8	-17	-0.1	-8	5	0	-4	-0.3
CN(C)c1ccc(C(=O)NNC(=O)Nc2ccccc2)cc1	7	-4	0.0	3	·	10	·	0.4
CC(=O)Nc1ccc(NC(=O)COC(=O)c2ccco2)cc1	-5	2	0.0	-7	·	1	·	-4.2
COc1ccc(NC(=O)Nc2ccc3c(c2)C(=O)N([C@H](C)CO)C[C@@H](C)[C@H](CN(C)S(=O)(=O)c2ccc(F)cc2)OCCCC[C@@H](C)O3)cc1	18	17	-0.1	-9	9	2	1	1.9
C=CCNc1nc2cc(-c3ccccc3OC)sc2c(=O)n1C	17	·	0.1	-14	59*	0	13	2.7
COc1ccc(CN(C)C[C@H]2OCCCC[C@@H](C)Oc3ccc(NS(=O)(=O)c4cn(C)cn4)cc3C(=O)N([C@@H](C)CO)C[C@@H]2C)cc1	4	0	0.0	10	5	-5	3	0.4

Next records.
SMILES	INS-1E GSIS act	ARNT TACC3 PPI	Xi reactivation	RAD52 anneal inh	esBAF inh	ERAP1 inh	RAD54 branch	F508del corr
C=CCNC(=O)c1onc(CSc2cc(C)ccc2C)c1C(=O)O	-17	·	0.0	-16	-2	-3	-1	2.0
O=C1O[C@@H](c2ccccc2)C[C@@H](O)[C@H](O)CCCCc2ccccc21	4	·	0.0	-5	·	-6	·	4.5
COc1ccccc1Oc1ccc(S(=O)(=O)N2CCCC2)cc1	-8	-1	·	-20	-2	2	·	1.4
COC(=O)c1sccc1NC(=O)Nc1ccccc1Cl	4	-17	0.0	2	0	2	1	-1.9
O=C(C[C@@H]1CC[C@H]2[C@@H](COC[C@@H](O)CN2S(=O)(=O)c2cccc(Cl)c2)O1)N1CCCCC1	11	7	0.0	-8	-3	-1	0	2.4
COc1cc(/C=N/NC(=O)c2ccc(CSc3nc4ccccc4[nH]3)cc2)ccc1O	8	·	0.0	1	·	2	·	2.0
C[C@@H]1CCCCO[C@@H](CN(C)CC2CC2)[C@H](C)CN([C@@H](C)CO)C(=O)c2cc(NS(=O)(=O)c3ccccc3)ccc2O1	16	3	0.4	22	9	-1	8	-1.7
